FEN1 inh: blocks human flap endonuclease 1 | P39748 | Recombinant FEN1 flap cleavage, fluorescence, 15 min | Potency, µM (top dose mostly 114 µM), for inactives: top-dose activity change, negative = inhibition, hits mostly inhibitors | 390,000 compounds, 0.35% hits | AID 588795; also: nearly all actives have a fitted effect of over 65% in size
Target sequence (P39748 whole entry, looked up): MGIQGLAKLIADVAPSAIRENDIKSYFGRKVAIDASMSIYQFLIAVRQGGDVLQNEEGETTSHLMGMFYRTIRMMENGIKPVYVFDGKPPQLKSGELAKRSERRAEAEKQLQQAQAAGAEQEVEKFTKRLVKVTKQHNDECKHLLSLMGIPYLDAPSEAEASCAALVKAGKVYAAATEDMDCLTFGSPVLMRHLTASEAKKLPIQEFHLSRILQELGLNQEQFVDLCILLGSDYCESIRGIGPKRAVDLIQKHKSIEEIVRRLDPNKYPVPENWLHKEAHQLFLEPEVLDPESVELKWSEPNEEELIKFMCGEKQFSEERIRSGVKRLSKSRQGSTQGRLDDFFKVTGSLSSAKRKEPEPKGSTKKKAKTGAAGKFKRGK
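Recombinant FEN1 (10 nM) was preincubated with pin-transferred compounds for 15 min at room temperature, then flap DNA substrate (50 nM final) was added. Plates were read at 0 and 15 min, and normalized concentration–response data were fitted to a four-parameter Hill equation.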
N370S GC: inhibits or activates N370S mutant glucocerebrosidase. P04062. N370S GC spleen homogenate, 4MU-glucoside fluorescence. Potency, µM (highest dose often 59.4 µM), without a hit: top-dose activity change, negative = inhibition, hits mostly inhibitors. 330,000 compounds, 0.092% hits. AID 2101;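 also: 0% = full enzyme activity and -100% = no enzyme basal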
KAT2A inh: blocks human GCN5L2 histone acetyltransferase. GCN5L2 HAT assay, ThioGlo1 CoA-SH fluorescence. AID 504327. Q92830. Potency, µM (series often up to 58.9 µM), for inactives: at the top dose activity change, negative = inhibition, actives largely listed as inhibitors. 390,000 compounds, 0.21% hits
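qHTS, 1536-well. 20nM enzyme, pH 7.5 HEPES/EDTA/Tween-20 buffer; 15 min compound preinc., RT. Start: 75uM H3(1-25), 70uM AcCoA, 50uM ThioGlo1. Read Ex340/Em540 at t=0 (autofluorescence flag) and t=20 min.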
Numbers without * were called inactive; ? = inconclusive; . = not tested or not shown; [ ] = remark or other dose. Calls follow the shape of the dose curve; as a rule, active = well fitted curve in the direction sought with a large enough effect; inconclusive = small, poorly fitted or top-dose-only effect, or another doubt; inactive = no such curve, though single readings can be large; an effect the other way counts as inactive or inconclusive. Unless noted, % is scaled to controls: 0 for no effect and ±100 for the full control effect; potency is read from the fitted curve at half-maximal effect.

structure	FEN1 inh	N370S GC	KAT2A inh
Cc1ccc(C2CC(=O)Oc3cc(O)ccc32)cc1 (stereo not drawn)	14%	3%[89.1 µM]	1%[88.6 µM]
CCOC(=O)c1cc2c(=O)n3ccccc3nc2n(CC(C)C)c1=NC(=O)C(C)(C)Oc1ccc(Cl)cc1	-11%	.	-27%
COCCN(C(=S)Nc1cc(C)cc(C)c1)C(C)c1cccnc1 (stereo not drawn)	2%	16%	-1%
Cc1ccc(C(=O)NC(=S)N(C)C2CCCCC2)cc1	-6%	0%	-1%
CCOc1ccccc1CNC(=O)C1CCC(=O)N1C(C)C (stereo not drawn)	-5%	2%	-3%
C#CCOCCOCCOCCNc1nc(N2CCN(C(=O)[C@H]([C@@H](C)CC)n3cc([C@@H](N)CC(C)C)nn3)CC2)nc(N2CCN(C(=O)[C@H](Cc3cc4ccccc4[nH]3)n3cc([C@@H](N)Cc4ccc(O)cc4)nn3)CC2)n1	-8%	?	-4%
Cc1cc(C(=O)Nc2c(C)nn(Cc3ccc(Cl)cc3)c2C)no1	-4%	-29%	-12%
CCn1c(=O)c([N+](=O)[O-])c(NCC2CCCO2)c2ccccc21 (stereo not drawn)	-9%	1%	-4%
CCN1CCN(C(=O)c2ccc3c(c2)N(Cc2ccc(F)cc2)C(=O)c2ccccc2S3(=O)=O)CC1	-14%	.	-2%
COC(=O)C1=C(N)OC2=C(C(=O)CC(C)(C)C2)C1c1ccccc1OC (stereo not drawn)	-13%	11%	-11%
CS(=O)(=O)N(CC(=O)Nc1ccc(Br)cc1)c1ccccc1Br	-22%	.	-11%
CCOC(=O)c1c(C)[nH]c(C=Nc2ccccc2)c1O	.	-11%	-1%
CCc1nnc(NS(=O)(=O)c2ccc(NC(=S)NC(=O)c3ccc(Br)cc3)cc2)s1	-2%	2%	-26%
O=C(c1cc(Sc2cccc(Cl)c2)nc2ccccc12)N1CCN(c2ccccn2)CC1	-5%	-9%	1%
O=C(NCC1CCCCC1)c1cc(S(=O)(=O)N2CCOCC2)ccc1F	2%	.	-1%
O=C(Nc1cnn(C23CC4CC(CC(C4)C2)C3)c1)c1cnn2c(C(F)(F)F)cc(-c3ccco3)nc12	16%	?	-11%
CCN1CCN(c2nc(SC)nc3sc4c(c23)CC(C)(C)OC4)CC1	-1%	4%	0%
COc1ccc(C2C(C(=O)Nc3ccc4c(c3)OCCO4)c3ccccc3C(=O)N2C)cc1 (stereo not drawn)	-1%	23%	-8%
Cc1nnc(NC(=O)CSc2nc3c(c(=O)n2C)SC(C)C3)s1 (stereo not drawn)	13%	-2%	-9%
CC(Oc1ccccc1)C(=O)Nc1nc2ccc(S(N)(=O)=O)cc2s1 (stereo not drawn)	-14%	.	-20%

Remaining list, next part:
structure	FEN1 inh	N370S GC	KAT2A inh
Cc1cccc(OCC(=O)Nc2ccc3c4c(cccc24)CC3)c1C	16%	2%	2%
CC1CC(C)CN(C(=O)COC(=O)CNC(=O)C23CC4CC(CC(C4)C2)C3)C1 (stereo not drawn)	2%	-9%	0%
COCCn1c(N)c(N(Cc2ccccc2)C(=O)COc2ccccc2F)c(=O)[nH]c1=O	13%	.	0%
COc1ccc(C(C(=O)NCc2ccccc2)N(C(=O)Cn2nnc3ccccc32)c2ccc(F)cc2)cc1 (stereo not drawn)	-1%	.	-4%
CCOC(=O)c1cccc(NC(=O)CN2C(=O)C3C4C=CC(C4)C3C2=O)c1 (stereo not drawn)	4%	2%	-9%
COc1ccc(C2SCC(=O)N2C)cc1 (stereo not drawn)	-2%	-3%	-1%
Cc1cc(=O)[nH]c(SCCOc2ccc3c(c2)CCC3)n1	-11%	-4%	.
Cc1ccc(C(=O)CC2(O)C(=O)N(CCc3ccccc3)c3ccc(Br)cc32)cc1 (stereo not drawn)	-20%	.	-16%
Cc1ccc(NC(=O)CN2C(=O)S/C(=C\C(=O)Nc3ccc(Cl)cc3)C2=O)cc1	-1%	3%	-12%
O=C(NC1(C(F)(F)F)NC(=O)N(CC2CCCCC2)C1=O)c1ccco1 (stereo not drawn)	-12%	-2%	-4%
O=C(COC(=O)c1n[nH]c2ccccc12)NC1CCCCC1	-8%	.	0%
O=C(Cc1ccc(Cl)cc1)OCC(=O)N1CCCCCC1	5%	.	-3%
O=CN1CCN(c2c([N+](=O)[O-])c(=O)oc3ccccc23)CC1	11%	-8%	-16%
CC(C(=O)NCC1CCCCC1)N1CCN(S(=O)(=O)c2ccccc2F)CC1 (stereo not drawn)	1%	0%	-7%
CCN(CC(=O)Nc1cccc(OC)c1)C(=O)C1CCN(C(=O)Nc2ccccc2)CC1	-1%	4%	-1%
CCOC(=O)c1ccc(NC(=O)CCCc2nc(-c3ccccc3Cl)no2)cc1	-24%	.	-9%
CC(=O)N1CCC(N(CCN2CCOCC2)C(=S)Nc2ccc(C)cc2)CC1	-9%	4%	-5%
Cc1ccccc1OCC(O)Cn1c(SC(C)C)nc2c1c(=O)[nH]c(=O)n2C (stereo not drawn)	-7%	-7%	-11%
CC(C)(C)NCCOc1ccc(Br)cc1	-9%	-4%[12.8 µM]	-4%
CCSc1nnc(NC(=O)c2cc3c(s2)CCCC3)s1	0%	12%	-2%

More records
structure	FEN1 inh	N370S GC	KAT2A inh
CC(C)C(=O)NNC(=O)c1ccccn1	3%	10%	-1%
COc1ccccc1Cc1noc(-c2cc(Cl)ccc2OC)n1	-24%	9%	-24%
Cc1cccc(Cn2c(-c3ccccc3)nc3ccccc32)c1	-26%	.	-7%
CCOC(=O)c1noc2nc(C)n(Cc3cccc([N+](=O)[O-])c3)c(=O)c12	20%	.	15%
O=C(CCCc1ccccc1)NCCc1ccccc1	-8%	-1%	2%
C[C@@H]1CC=C[C@H]2[C@H]1C(=O)N(Cc1ccccc1)[C@H]2c1ccc(-c2ccoc2)cc1F	8%	11%	-2%
COc1cc(-c2oc3cc(O)cc(O)c3c(=O)c2O[C@@H]2O[C@H](CO)[C@@H](O)[C@H](O)[C@H]2O)cc(OC)c1O	.	-6%	34%[activator]
O=C(CSc1ccc(-c2cccnc2)nn1)Nc1ccc(F)cc1	12%	-9%	-1%
Cc1[nH]c2ccccc2c1C(=O)CSc1nc2cc(S(=O)(=O)N3CCCCC3)ccc2o1	-7%	-10%	2%
Cc1oc(-c2ccccc2F)nc1CS(=O)(=O)CC(=O)NCCCN1CC(C)CC(C)C1 (stereo not drawn)	14%	-6%	-17%
CN(CC(=O)N1CCCCC1)S(=O)(=O)c1ccc(Cl)cc1	11%	6%	-24%
CCN(CC)C(=O)COc1ccc(N(C)S(=O)(=O)c2ccc(NC(C)=O)cc2)cc1	-10%	-16%	-13%
CCN(CC)C(=O)/C(=C/c1ccc(F)cc1)NC(C)=O	2%	4%	0%
Cc1nc(SCC(=O)NC2CCCCC2C)c(C#N)c(C)c1C (stereo not drawn)	-2%	.	-1%
C#CCOc1c(/C=C\c2nc(O)c([N+](=O)[O-])c(=O)[nH]2)cc(Br)cc1OC	?	-6%	-2%
Cc1cc(=O)oc2cc(O)c(O)cc12	.	19%	-21%
Cc1c(NC(=O)CSc2nnc(N)s2)c(=O)n(-c2ccccc2)n1C	9%	0%	-1%
CSc1nnc(-c2cccs2)n1-c1ccccc1	-4%	3%	4%
CCCn1nc(NS(=O)(=O)c2ccccc2[N+](=O)[O-])c2cc3ccccc3nc21	-20%	-1%	?
N#CCCN1CCN(C(=S)c2ccc(-c3cc(Cl)ccc3Cl)o2)CC1	3%	2%	-1%

The list goes on.
structure	FEN1 inh	N370S GC	KAT2A inh
CN(c1ccc(OCC(=O)OCC(=O)NCc2ccco2)cc1)S(=O)(=O)c1ccc2ccccc2c1	-2%	6%	-17%
O=S1CC/C(=N\O)c2ccccc21 (stereo not drawn)	2%	17%	-3%
CC(C)CNC(=O)/C=C/C=C/c1ccc2c(c1)OCO2	-3%	.	-5%
Cc1ccccc1-c1noc(CCC(=O)NCc2ccco2)n1	8%	1%	-11%
CC(OC(=O)CNS(=O)(=O)/C=C/c1ccccc1)C(=O)Nc1ccc(S(=O)(=O)N2CCCC2)cc1 (stereo not drawn)	-21%	-8%	-7%
C[C@H](NC(=O)c1ccco1)C(=O)N1CCCC1	10%	-2%	2%
COc1ccc(C(=O)N/N=C(/C)c2cccc(NC(=O)c3ccccc3F)c2)cc1	-1%	-4%	-4%
CCOc1ccc(NC(=O)CC2C(=O)N(c3ccccc3)C(=O)N2Cc2ccco2)cc1 (stereo not drawn)	-4%	-2%	-12%
Cc1ccc(C)c(C(=O)NC(C)CCc2ccccc2)c1 (stereo not drawn)	-6%	16%	-5%
N=C1C(c2ccccc2)=C(O)CN1CCO	17%	10%	-1%
COc1ccc(C(=O)C2CCCN(C(=O)c3ccc(F)cc3)C2)cc1OC (stereo not drawn)	-4%	-11%	-6%
Cc1cc(C)c(NC(=O)CN2CCC(NC(=O)NC3CCCCC3)CC2)c(C)c1	.	8%	-5%
CC(=O)c1ccc(OC(=O)COc2ccccc2Cl)cc1	-17%	7%	-2%
CCOc1ccc(NC(=O)C2CCCN2S(=O)(=O)c2ccc(OCC)cc2)cc1 (stereo not drawn)	-12%	-8%	-3%
COc1ccc(C(=O)NC(=S)Nc2ccc(CN3CCCCC3)cc2)cc1Cl	-2%	-23%	20%
COc1cccc(/C=N\NC(=O)c2ccc(Cn3cc(Br)c([N+](=O)[O-])n3)o2)c1O	-13%	24%	-6%
CCCCOc1ccc(CN2C(=O)C(=O)c3cc(C)ccc32)cc1OC	-10%	.	-5%
Cc1cc(C)n(-c2ccc(C(=O)Nc3nnc(C)s3)cc2)n1	-1%	6%	-2%
CCOc1ccc(-c2nc[nH]c2[N+](=O)[O-])cc1	17%	-12%	-12%
Cc1oc(-c2ccccc2Cl)nc1CS(=O)(=O)CC(=O)NCCN1CCOCC1	1%	-26%	1%

Gathered by group, the compounds so far with a nitro group on carbon.
structure	FEN1 inh	N370S GC	KAT2A inh
CCn1c(=O)c([N+](=O)[O-])c(NCC2CCCO2)c2ccccc21 (stereo not drawn)	-9%	1%	-4%
O=CN1CCN(c2c([N+](=O)[O-])c(=O)oc3ccccc23)CC1	11%	-8%	-16%
CCOC(=O)c1noc2nc(C)n(Cc3cccc([N+](=O)[O-])c3)c(=O)c12	20%	.	15%
C#CCOc1c(/C=C\c2nc(O)c([N+](=O)[O-])c(=O)[nH]2)cc(Br)cc1OC	?	-6%	-2%
CCCn1nc(NS(=O)(=O)c2ccccc2[N+](=O)[O-])c2cc3ccccc3nc21	-20%	-1%	?
COc1cccc(/C=N\NC(=O)c2ccc(Cn3cc(Br)c([N+](=O)[O-])n3)o2)c1O	-13%	24%	-6%
CCOc1ccc(-c2nc[nH]c2[N+](=O)[O-])cc1	17%	-12%	-12%

Next part.
structure	FEN1 inh	N370S GC	KAT2A inh
C/C(=N/NC(=O)CNC(=O)COc1cccc(C)c1)c1ccco1	1%	10%	0%
COCCNC(=O)C1CC(c2cccc(F)c2)=NO1 (stereo not drawn)	19%	-7%	9%
Cc1cc(OC(C)C(=O)Nc2c(C(=O)c3ccc(F)cc3)oc3ccccc23)ccc1Cl (stereo not drawn)	4%	.	-4%
COc1ccc(C2CC(c3ccccc3)=NN2C(=O)c2ccc(Cl)c([N+](=O)[O-])c2)cc1 (stereo not drawn)	-12%	15%	-8%
CCC(=O)Nc1ccc(C(=O)n2ccc(C)n2)cc1	7%	2%	10%
Cn1c(=O)c2c(ncn2CC(=O)OCC(=O)c2ccc(F)c(F)c2)n(C)c1=O	2%	-7%	-3%
Cc1ccc(C(=O)OCC(=O)N(C)C2CCS(=O)(=O)C2)cc1S(=O)(=O)N1CCOCC1 (stereo not drawn)	-1%	-1%	-2%
O=C(NCc1cc(C(F)(F)F)ccc1Cl)c1cccc2c1C(=O)c1ccc(N3CCOCC3)cc1S2(=O)=O	-12%	.	-8%
O=C(Nc1oc2ccccc2c(=O)c1-c1ccc(Cl)cc1)c1ccco1	12%	-8%	-5%
O=C1c2cccc(OCC(=O)N3CCCc4ccccc43)c2CCN1Cc1ccccc1	-3%	13%	3%
Cc1ccsc1C(=O)NCCc1c[nH]c2ccccc12	-13%	2%	-4%
COc1ccc(-c2cc3ccccc3n2CC(O)CNC(CO)(CO)CO)cc1 (stereo not drawn)	9%	-14%	-8%
O=C(CCCCCn1nnc2ccccc2c1=O)Nc1ccccc1Cl	4%	-21%	-9%
Cc1ccccc1C(=O)Nc1cccc(NC(=O)Cn2cnc3c(=O)n(C)c(=O)n(C)c32)c1	-13%	-2%	2%
